MMP13 fTHP cleavage = MMP13 inhibitors among fluorescent compounds, confirmation, biochemical, possible fluorescent artifacts, delta fluorescence (AID 734); 5,100 tested, under 10 active; MMP13 fTHP FRET cleavage, delta fluorescence 4 h; hits give high values; inhibition, %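 (each compound tested at 4 µM nominal in triplicate)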;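 active means inhibition above the mean inhibition over all tested compounds plus 3 SD, cut at about 75% in these data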;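 further: 0% = DMSO only wells and 100% = 8 µM reference MMP13 inhibitor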
* hit, by the source's call. Some of the compounds tested, so the mix of outcomes need not match the whole.

entry	MMP13 fTHP cleavage	mol
1	5.2	Cc1cccc(CNC(=O)c2ccccc2N)c1
2	-8.1	O=C(CSc1nc2nc(-c3cccs3)cc(C(F)(F)F)c2c(=O)[nH]1)NCc1ccco1
3	5.2	CCCCN(Cc1cc2cc(OC)ccc2[nH]c1=O)C(=O)c1ccccn1
4	3.0	CCN(CC)CC(=O)c1ccc(-c2ccccc2)cc1
5	2.4	COC(=O)c1ccc2c(c1)NC(=O)C1CCCN21 (configuration not stated)
6	-2.3	CCn1c(=O)c2cc(C(=O)N3CCOCC3)sc2c2ccccc21
7	-0.8	N#Cc1nc(-c2ccco2)oc1NCc1ccc(F)cc1
8	8.9	COc1ccc(S(=O)(=O)Nc2ccc(O)c3ccccc23)cc1
9	3.3	Cc1nn(CCC(=O)O)c2nc(-c3cccnc3)cc(C(F)(F)F)c12
10	4.6	COc1ccc(C2=C(O)C(C)N(c3ccccc3)C2=N)cc1OC (configuration not stated)
11	-11.3	CCCn1c(-c2ccc(OC)cc2)nc2nc3ccccc3nc21
12	-11.2	COc1ccc(C2C=C(C)Nc3nc(SC)nn32)cc1 (configuration not stated)
13	4.3	Cc1ccc(-n2nc3c(c2NC(=O)c2ccc4c(c2)OCO4)CSC3)c(C)c1
14	3.0	O=C(OCC(=O)N1CCN(C(=O)c2ccco2)CC1)c1cc(-c2ccc(F)cc2)nc2ccccc12
15	-4.0	CC1CN(S(=O)(=O)c2cccc(C(=O)OCc3cc(=O)oc4cc(O)ccc34)c2)CC(C)O1 (configuration not stated)
16	-16.3	Cc1onc(-c2ccccc2Cl)c1C(=O)Nc1ccc(-c2cn3cccnc3n2)cc1
17	6.5	COc1ccc(-c2nc3n(c(=O)c2C#N)CCCS3)cc1
18	0.2	Cc1nc2c(=O)n(C)c(=O)[nH]c2n1Cc1ccccc1
19	28.0	N#Cc1nn(-c2ccccc2)nc1N1CCCCC1
20	5.7	Cc1ccc2nc(C)cc(OCC(=O)O)c2c1
21	5.0	CCN1CCc2c(C#N)c(N3CCCCC3)nc(NCc3ccccc3)c2C1
22	1.9	Cc1ccc(C2c3c(oc4ccc(Cl)cc4c3=O)C(=O)N2CCCN2CCOCC2)o1 (configuration not stated)
23	6.5	COC(=O)c1ccccc1NC(=O)COC(=O)c1ccc(C)c(NC(=O)c2ccco2)c1
24	6.1	CCC(C#CCN1CCCCC1)(CC)OCCC#N
25	5.3	CC1CCC/C(=C\Nc2ccccc2C(=O)O)C1=O (configuration not stated)
26	-1.9	CCOC(=O)c1ccc2nc(C(F)(F)F)[nH]c(=O)c2c1

In another format: entries from further up.
#12 COc1ccc(C2C=C(C)Nc3nc(SC)nn32)cc1 (configuration not stated)
  MMP13 fTHP cleavage: -11.2

#15 CC1CN(S(=O)(=O)c2cccc(C(=O)OCc3cc(=O)oc4cc(O)ccc34)c2)CC(C)O1 (configuration not stated)
  MMP13 fTHP cleavage: -4.0

#24 CCC(C#CCN1CCCCC1)(CC)OCCC#N
  MMP13 fTHP cleavage: 6.1

#3 CCCCN(Cc1cc2cc(OC)ccc2[nH]c1=O)C(=O)c1ccccn1
  MMP13 fTHP cleavage: 5.2

Looked up by structure from above:
entry	MMP13 fTHP cleavage	mol
9	3.3	Cc1nn(CCC(=O)O)c2nc(-c3cccnc3)cc(C(F)(F)F)c12
20	5.7	Cc1ccc2nc(C)cc(OCC(=O)O)c2c1
13	4.3	Cc1ccc(-n2nc3c(c2NC(=O)c2ccc4c(c2)OCO4)CSC3)c(C)c1
19	28.0	N#Cc1nn(-c2ccccc2)nc1N1CCCCC1
4	3.0	CCN(CC)CC(=O)c1ccc(-c2ccccc2)cc1
8	8.9	COc1ccc(S(=O)(=O)Nc2ccc(O)c3ccccc23)cc1
